Compound activity deposited in PubChem by several laboratories.
CaV13 FRET inh: Disruptors of the CACNA1D IQ motif to Ca2+-dependent inactivation inhibitor domain association, primary screening, Förster resonance energy transfer in intact living … | HEK cells, CFP/YFP FRET ICDI-IQ, plate reader, 10 min; percent FRET-ratio fall versus neutral wells | inhibition, % at 12.3 µM | 340,000 compounds, 0.098% hits | AID 743397;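 active = mean replicate inhibition of at least 30% and at least 1% of replicates passing that level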;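 also: 0% = median of the neutral control wells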
MITF TRPM1 inh: inhibitors of MITF-driven TRPM1 promoter in melanoma cells; 330,000 compounds, 0.83% hits; SK-MEL-5 TRPM1 promoter luciferase, 24 h; inhibition, % at 12.5 µM; AID 488899;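 active = mean inhibition across replicates of 60% or more, whatever share of single replicates reaches that level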; also: values of inactives mirror those of a sister screen read the other way
iPSC survival up: increases survival of single human iPS cells | hiPSC single-cell survival, ATPlite luminescence; 100% = ROCK inhibitor wells, 0% = DMSO | survival enhancement, % at 20 µM | 360,000 compounds, 0.044% hits | AID 602274; in the data active = survival enhancement above about 18%;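 also: cells exposed to compounds for 16 hours before the ATP read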
Shn3 inh set2: inhibitors of Schnurri-3 3'UTR reporter in osteoblasts; inhibition, % at 12.5 µM; 360,000 compounds, 0.52% hits; Clone20 osteoblast Shn3 3'UTR firefly luciferase, 24 h;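 active = mean inhibition of at least 75% with every replicate also reaching 75%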;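 also: 0% = median of neutral control wells and 100% = pilot-screen positive control compound; some compounds past the cut are filed as inactive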
HTR2A ag: agonists of mouse serotonin 5-HT2A receptor (HTR2A) | P35363 | CHO-K1 mHTR2A beta-arrestin complementation, luminescence; percent of 30 µM serotonin response | activation, % at 7.6 µM | 360,000 compounds, 0.66% hits;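 active = activation above a run cutoff, the mean activation of all tested compounds plus 3 SD, cut at about 14% in these data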;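 also: 0% = plate median of compound wells and 100% = 30 µM serotonin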
Target sequence (P35363 whole entry, looked up): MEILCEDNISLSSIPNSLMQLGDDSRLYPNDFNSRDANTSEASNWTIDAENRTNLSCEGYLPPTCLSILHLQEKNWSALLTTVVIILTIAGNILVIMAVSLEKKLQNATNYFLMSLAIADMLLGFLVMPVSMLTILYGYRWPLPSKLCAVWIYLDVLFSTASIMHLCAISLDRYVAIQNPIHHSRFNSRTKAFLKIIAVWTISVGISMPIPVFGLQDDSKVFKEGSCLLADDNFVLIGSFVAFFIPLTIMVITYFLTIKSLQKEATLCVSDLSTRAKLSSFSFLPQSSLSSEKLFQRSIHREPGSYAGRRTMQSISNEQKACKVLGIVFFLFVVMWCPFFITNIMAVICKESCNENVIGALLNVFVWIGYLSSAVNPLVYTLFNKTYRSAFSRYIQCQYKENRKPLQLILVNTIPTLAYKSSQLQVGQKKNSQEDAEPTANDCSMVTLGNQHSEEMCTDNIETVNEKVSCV
NR2E3 ag-1: NR2E3 (human) agonism. Q9Y5X4. GST-NR2E3/biotin-RetCOR TR-FRET, 1536-well. inhibition of corepressor binding, % at 4.78 µM. 320,000 compounds, 0.12% hits. AID 2300;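 active = percent inhibition above the cutoff of mean plus 3 SD of all tested compounds, set per screening campaign, cut at about 20% in these data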;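 also: 0% = DMSO wells and 100% = biotin wells as full block of FRET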
Target sequence (Q9Y5X4 whole entry, looked up): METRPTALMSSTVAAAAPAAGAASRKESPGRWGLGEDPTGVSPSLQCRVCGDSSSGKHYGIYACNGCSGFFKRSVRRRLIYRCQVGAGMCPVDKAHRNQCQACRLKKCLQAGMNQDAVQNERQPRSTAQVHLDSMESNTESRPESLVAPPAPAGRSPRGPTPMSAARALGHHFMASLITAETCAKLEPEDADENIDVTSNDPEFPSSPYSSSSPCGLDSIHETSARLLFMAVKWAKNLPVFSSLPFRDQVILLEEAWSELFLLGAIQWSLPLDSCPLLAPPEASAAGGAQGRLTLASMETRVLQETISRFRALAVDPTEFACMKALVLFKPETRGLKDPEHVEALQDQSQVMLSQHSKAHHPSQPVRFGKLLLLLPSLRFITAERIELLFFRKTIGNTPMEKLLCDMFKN
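Test system – NR2E3–RetCOR corepressor complex · Quantity – NR2E3 fusion 1.35 nM · Buffer or medium – Tris pH 7.5 · Incubation – Compound–protein incubation for 5 h at 4 °C · Technique – TR-FRET, Eu(K)-anti-GST donor, streptavidin-D2 acceptor, ex 340, em 617/671 nm · Evaluation – percent inhibition of 671/617 nm emission ratio versus biotin and DMSO controls · Plate – 1536-well format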
Peg3 promoter: reduces Peg3 promoter-driven luciferase expression in HeLa | 360,000 compounds, 1.7% hits | HeLa PEG-Prom luciferase reporter, luminescence, overnight | inhibition, % at 20 µM;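 active = inhibition of at least 50% at 20 µM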
H9c2 protect: protects H9c2 cardiomyocytes from peroxide injury; H2O2 injury protection, ATPLite, 2 h; protection from H2O2 cell death, % at 20 µM; 360,000 compounds, 0.63% hits;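 active = compounds giving at least 50% protection of heart cells from peroxide-induced death in the single-dose screen, raw or plate-pattern-corrected value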;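 also: 0% = DMSO wells with peroxide and 100% = DMSO wells without peroxide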
NR2E3 ag-2: human photoreceptor-specific nuclear receptor agonism. Q9Y5X4. AID 602229. CHO-S Gal4-NCOR/VP16-NR2E3 two-hybrid, luciferase. inhibition of corepressor binding, % at 3.98 µM. 360,000 compounds, 0.35% hits;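 active = inhibition above the mean of all tested compounds plus 3 SD, cut at about 70% in these data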;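 also: 0% = DMSO with NR2E3 transfected cells and 100% = cells lacking NR2E3 construct; higher means lower luciferase signal from less NR2E3 corepressor binding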
PDI turbidity: PDI (human) enzyme inhibition; 350,000 compounds, 0.052% hits; inhibition, % at 10 µM; P07237; AID 588391; PDI insulin aggregation turbidity, A650, 90 min;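 active = mean inhibition across replicates of 30% or more, whatever share of single replicates reach that level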;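 also: absorbance from insulin aggregation driven by PDI reduction with DTT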
HIF-2a block: inhibitors of HIF-2a. 786-0 RCC cells HIF-2a reporter, luciferase luminescence, overnight. inhibition, % at 18.8 µM. 360,000 compounds, 0.72% hits. AID 624352;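 active = inhibition of the luminescence signal of 40% or more relative to plate controls, in a single-dose primary screen at 18.75 µM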
The depositor's hits bear a star; x = no result given; + = active, no number. Hits appear at their usual frequency. About 3.9% of those tested had a hit in this group.

SMILES | CaV13 FRET inh | MITF TRPM1 inh | iPSC survival up | Shn3 inh set2 | HTR2A ag | NR2E3 ag-1 | Peg3 promoter | H9c2 protect | NR2E3 ag-2 | PDI turbidity | HIF-2a block
Cc1ccc(CS(=O)(=O)CCC(=O)NCCN(C)Cc2ccccc2)cc1 | -8 | -4 | -1.9 | -10 | -8 | 1 | 10 | 4 | 9 | 2 | 13
CCOc1ccccc1N(C(=O)Nc1cccc(Cl)c1)C1=NC(C)CS1 (stereo unspecified) | 6 | -3 | -1.6 | -23 | 2 | 4 | -4 | 3 | -13 | -1 | -3
CCOC(=O)CCCCCC(=O)Nc1ccc2c(c1)C(=O)N([C@@H](C)CO)C[C@H](C)[C@H](CN(C)C(=O)c1ccccc1)OCCCC[C@H](C)O2 | -4 | x | -1.0 | -11 | 2 | x | 11 | 8 | -13 | 13 | -2
CCOC(=O)c1sc(NC(C)=O)nc1-c1ccccc1 | x | -14 | -0.6 | 17 | -6 | 0 | -13 | 1 | 8 | 6 | -18
Cc1ccc(-n2c(-c3ccc(Br)cc3)n[nH]c2=S)c(C)c1 | -5 | x | 6.2 | -8 | 1 | x | 6 | 1 | 4 | -2 | 7
Cc1nc(-c2ccccc2)sc1C1(C)CC(c2ccc(C#N)cc2)=NO1 (stereo unspecified) | -5 | -35 | 1.9 | -29 | 0 | 5 | -44 | -2 | -4 | -3 | -55
CC(CCc1ccccc1)NC(=O)CSc1nccc(=O)[nH]1 (stereo unspecified) | x | -10 | 0.8 | -9 | -2 | 0 | 7 | -2 | -9 | -5 | 7
Cc1ccc(S(=O)(=O)N2CCN(CC(=O)N/N=C\c3ccccn3)CC2)cc1 | -3 | -2 | -0.4 | 1 | -4 | 2 | 8 | -5 | 4 | -1 | 9
CN(C)CCOC(=O)c1cccc(Br)c1 | x | -4 | 2.3 | -12 | -6 | 1 | -13 | 16 | -17 | -3 | 9
COc1cccc(C2C(C(N)=O)=C(C)Nc3nc(-c4ccccc4Cl)nn32)c1 (stereo unspecified) | -5 | -1 | -0.8 | -23 | -3 | 2 | 0 | 11 | -30 | x | -9
CC[C@H](C)C(C(=O)N1CCN(C(=O)OC(C)(C)C)CC1)n1cc(C(CC(C)C)NC(=O)OC(C)(C)C)nn1 (stereo partly specified) | -11 | -1 | -0.3 | -3 | 5 | 5 | -13 | 6 | 6 | -4 | 6
COc1ccccc1Cc1c(-c2ccc(C)cc2)nc2ccc(Br)cn12 | -5 | x | -2.1 | -47 | 0 | x | -198 | -11 | -106 | x | -268
COc1ccc(-c2nnc(SC(C)C(=O)NC3CC3)o2)cc1 (stereo unspecified) | -5 | -12 | 0.2 | -20 | -2 | 4 | -28 | 0 | -15 | 1 | -34
C/C=C(/C)C(=O)Nc1cccc(C2=NOC3(C2)C[C@H](C(N)=O)N(C(=O)c2ccc(Cl)cc2)C3)c1 (stereo partly specified) | -6 | -1 | 0.1 | -13 | -3 | 0 | 15 | 9 | -9 | -1 | 12
CC(C)(O)C#Cc1ccc(C(=O)N2CCCC(CCC(=O)NCc3ccccc3F)C2)cc1 (stereo unspecified) | -7 | -6 | 0.4 | -3 | 10 | -4 | -9 | -1 | 4 | 17 | -33
Cc1ccsc1C(=O)NNC(=O)c1ccncc1 | -6 | -19 | 0.6 | -15 | 1 | x | -19 | 1 | -9 | 4 | -10
O=C(c1ccco1)N1CCN(c2ccc(N3CCCCC3)nn2)CC1 | -6 | -95 | -0.5 | -27 | 4 | 0 | -227 | -6 | -48 | 3 | -95
COC(=O)c1[nH]c2ccc(C)cc2c1NC(=O)CN1CCN(c2ccc(F)cc2)CC1 | -5 | 48 | -0.8 | 73 | -2 | 1 | 23 | 5 | 4 | -5 | 5
CCCC(=O)Nc1ccc(C(=O)NN2C(=O)c3ccccc3C2=O)cc1 | -3 | 5 | 4.6 | -4 | -1 | 0 | -5 | 3 | -9 | -7 | 5
CCCOC(=O)c1ccc(OC(=O)c2ccco2)cc1 | -10 | -29 | 3.4 | 4 | 0 | 6 | -19 | 1 | -32 | -8 | -73
O=C(CSc1nnc(NC(=O)C2CC2)s1)NCc1ccc(F)cc1 | -3 | -8 | -0.4 | -5 | 3 | 0 | 0 | 3 | 8 | 12 | 13
O=C(COc1ccc2ccc(=O)oc2c1)Nc1ccc(N2CCCCC2)cc1 | -7 | -6 | 0.4 | 9 | 5 | 0 | -6 | -4 | -11 | 6 | -15
O=C(CNc1cccc2ccccc12)N/N=C/c1ccc[nH]1 | -3 | -11 | -0.6 | 0 | -8 | 1 | -6 | -2 | -48 | 2 | -9
CC(=O)N1c2ccc(S(=O)(=O)N(C)CC(=O)N3CCCC3)cc2CC1C (stereo unspecified) | x | 5 | 0.8 | -12 | 9 | 1 | -4 | -1 | -4 | 4 | -2

Continued; the last 2 above are carried over.
SMILES | CaV13 FRET inh | MITF TRPM1 inh | iPSC survival up | Shn3 inh set2 | HTR2A ag | NR2E3 ag-1 | Peg3 promoter | H9c2 protect | NR2E3 ag-2 | PDI turbidity | HIF-2a block
O=C(CNc1cccc2ccccc12)N/N=C/c1ccc[nH]1 | -3 | -11 | -0.6 | 0 | -8 | 1 | -6 | -2 | -48 | 2 | -9
CC(=O)N1c2ccc(S(=O)(=O)N(C)CC(=O)N3CCCC3)cc2CC1C (stereo unspecified) | x | 5 | 0.8 | -12 | 9 | 1 | -4 | -1 | -4 | 4 | -2
Nc1nnn(CC(=O)N/N=C/c2ccc(O)cc2)n1 | 7 | -11 | -0.4 | -27 | 3 | -1 | -6 | 1 | 10 | 1 | 11
Cc1ccc(NC(=O)NCc2cccn2C)cc1C | -4 | -58 | -0.6 | -41 | -4 | 2 | -108 | -1 | -68 | 3 | -126
O=C(c1cc2c(s1)CCCC2)N1CCN(CCO)CC1 | -5 | 3 | 0.8 | 42 | -5 | x | 12 | 1 | -28 | 2 | 2
C[C@H](CO)N1C[C@H](C)[C@@H](CN(C)C)Oc2c(NC(=O)c3ccncc3)cccc2C1=O | -10 | -1 | -2.6 | -27 | -4 | x | 1 | 7 | -9 | -10 | 0
CC(C)(C)Nc1nc(SCc2ccccc2)nc(N2CCOCC2)n1 | -5 | 1 | 6.6 | 27 | -5 | 0 | 27 | -9 | -21 | 2 | 28
NS(=O)(=O)c1cccc(NC(=O)CSc2nnc3n2CCCCC3)c1 | -3 | -5 | 0.2 | -4 | 5 | x | 3 | 2 | 6 | -2 | 12
C=CCc1c(C)nc2cc(-c3ccccc3)[nH]n2c1=O | -17 | -58 | -0.6 | -61 | -8 | x | -193 | -11 | -159 | 5 | -173
CCC(=O)OC1c2ccccc2C(=O)N1Cc1ccccc1 (stereo unspecified) | -5 | -13 | 0.7 | -10 | 0 | 0 | -61 | 6 | -27 | x | 8
CCCCCOc1ccc(NC(=O)c2cc(SC)ccc2Cl)cc1 | -5 | -5 | -0.5 | 15 | 5 | 1 | -2 | -5 | -15 | 1 | 4
COc1cccc(NC(=O)c2nn(C)cc2Br)c1 | x | -36 | 1.3 | -44 | 1 | -3 | -159 | 5 | -39 | -8 | -241
COc1ccc(S(=O)(=O)N2CCN(c3ccccc3OC)CC2)cc1OC | 0 | -11 | 4.4 | 3 | 1 | 0 | 13 | -7 | -6 | 6 | 12
Cc1ccc(CS(=O)(=O)CCC(=O)N2CCOCC2)cc1 | -7 | -4 | -0.1 | -34 | 0 | 3 | 11 | 10 | -15 | 0 | 1
COc1ccccc1/C=C/C=N/N1CCN(Cc2cccc3ccccc23)CC1 | -6 | -6 | -0.3 | 5 | -3 | 2 | 11 | -4 | -4 | 0 | 20
COc1ccc(OC)c(C2C(C(C)=O)=C(O)C(=O)N2Cc2cccnc2)c1 (stereo unspecified) | -4 | -3 | 0.7 | -13 | 3 | -1 | 3 | 0 | 10 | 5 | -8
CC(=O)c1c(C)oc2ccc(N(C(C)=O)S(=O)(=O)c3cccc4cccnc34)cc12 | -17 | 30 | -0.2 | 74 | 5 | 1 | 26 | 1 | 86* | 4 | 14
NC(=O)c1c(NC(=O)c2ccccc2)sc2c1CCN(Cc1ccccc1)C2 | + | -4 | -2.4 | -26 | -3 | 0 | -47 | -2 | -45 | x | -106
Clc1ccccc1CSc1nnc([C@@H]2CCCN2)o1 | -3 | 5 | -0.4 | 19 | 5 | 2 | -5 | 0 | -11 | -2 | 2
Cc1ccc(Cn2c(SCC(=O)NCc3ccco3)nc3ccsc3c2=O)cc1 | -3 | 2 | 0.5 | 13 | -2 | 3 | 23 | -10 | 0 | 0 | -8
Cc1ccc(S(=O)(=O)c2cn(CC(=O)Nc3ccccc3)c3ccc(F)cc3c2=O)cc1 | -2 | x | -1.5 | 15 | 1 | -3 | 1 | -25 | -46 | x | -7
CSc1ccc(CNC(=O)C2(C)CCCN2C)cc1 (stereo unspecified) | -5 | x | -0.8 | 15 | -5 | x | 7 | 5 | -10 | -10 | 5
COCCCN1C(=O)C(CC(=O)NCc2cccs2)CC(C(=O)N2CCCCCC2)=C1C (stereo unspecified) | -11 | x | -2.2 | x | 2 | x | x | x | 3 | x | 4
Cc1ccccc1Nc1nnc(-c2ccc(C(=O)NCCO)cc2)c2ccccc12 | -2 | 14 | -0.2 | 16 | -3 | 1 | 15 | 0 | 1 | -5 | 17
O=C(Nc1ccc(NC(=O)c2ccccc2Cl)nc1)c1ccco1 | -5 | -58 | 1.4 | -38 | 4 | 2 | -137 | 3 | -65 | 3 | -169
CCc1ccc(NS(=O)(=O)c2ccc(C)c(C(=O)N3CCOCC3)c2)cc1 | -3 | -8 | 1.5 | 12 | 5 | 4 | 9 | -2 | -14 | 3 | 17
Cc1ccc(Nc2ncc3c(n2)CC(C)(C)CC3=O)cc1 | 1 | -92 | -0.3 | -110 | -3 | 4 | -312 | -13 | -128 | 1 | -308
COc1ccc(-n2c(SCC(=O)N3CCCCC3)nnc2-c2cccnc2)cc1 | 0 | 3 | -1.2 | 7 | 2 | 2 | -14 | 0 | -6 | -1 | 4
O=C(CN1C(=O)NC2(CCCCC2)C1=O)Nc1ccc(N2CCCCC2)cc1 | -6 | -1 | 1.1 | -3 | 1 | x | -3 | -2 | -6 | -7 | -15
Cc1nn2c(N3CCCC3)c3c(nc2c1-c1ccccc1)CCC3 | 3 | x | 0.7 | x | 0 | -1 | 3 | -3 | -25 | 4 | -15
N#CCN1CCN(CC(=O)Nc2cccc3ccccc23)CC1 | -4 | 10 | 0.1 | -7 | 1 | 0 | 4 | 28 | -4 | 19 | 8
COC(=O)c1ccc2c(=O)n(CCCCCC(=O)NCc3ccccn3)c(=O)[nH]c2c1 | -5 | 7 | -0.1 | -2 | -2 | -2 | 6 | 12 | -18 | -1 | -23
CCOC(=O)/C(C#N)=C/c1ccc(OCC(=O)Nc2ccccc2)c(OC)c1 | x | -16 | -4.2 | -7 | 6 | 0 | -159 | -4 | 15 | 4 | -24
